tim10-1 inh: growth inhibitors of tim10-1 mutant yeast; S. cerevisiae tim10-1 ts strain growth, BacTiter-Glo, 24 h; inhibition, % at 20 µM; 330,000 compounds, 2.2% hits;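 active = inhibition of at least 40%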;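 also: mutant grown at 25 °C; 0% = DMSO wells with yeast and 100% = wells holding no yeast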
tim23-1 inh: inhibits growth of tim23-1 mutant yeast; S. cerevisiae tim23-1 growth, BacTiter-Glo luminescence, 24 h; inhibition, % at 20 µM; 330,000 compounds, 1.3% hits; AID 463212;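 active = growth inhibition of the mutant yeast at or above 50%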;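 also: temperature-sensitive mutant grown at 25 °C; plate controls were DMSO-treated mutant yeast for no effect and medium wells lacking yeast for full effect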
NALP3 yeast inh: blocks the NALP3 inflammasome reconstituted in yeast | Yeast reconstituted NLRP3/ASC/caspase-1, beta-gal luminescence, 24 h | inhibition, % at 10 µM | 330,000 compounds, 0.39% hits;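 active = inhibition of 50% or more; inactive = inhibition below 50%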;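 also: plate controls were induced DMSO wells for no effect and uninduced yeast grown without galactose for full effect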
APJ antagonist: antagonists of human APJ apelin receptor | P35414 | CHO-K1 APJ beta-arrestin complementation, luminescence | inhibition, % at 20 µM | 330,000 compounds, 0.32% hits;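 active = inhibition above about 40% at 20 µM, limit read from the data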;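 also: cells challenged with 10 nM apelin-13 agonist together with compound; plate controls were apelin-13 plus DMSO wells for no effect and DMSO wells lacking apelin-13 for full effect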
Target sequence (P35414 whole entry, looked up): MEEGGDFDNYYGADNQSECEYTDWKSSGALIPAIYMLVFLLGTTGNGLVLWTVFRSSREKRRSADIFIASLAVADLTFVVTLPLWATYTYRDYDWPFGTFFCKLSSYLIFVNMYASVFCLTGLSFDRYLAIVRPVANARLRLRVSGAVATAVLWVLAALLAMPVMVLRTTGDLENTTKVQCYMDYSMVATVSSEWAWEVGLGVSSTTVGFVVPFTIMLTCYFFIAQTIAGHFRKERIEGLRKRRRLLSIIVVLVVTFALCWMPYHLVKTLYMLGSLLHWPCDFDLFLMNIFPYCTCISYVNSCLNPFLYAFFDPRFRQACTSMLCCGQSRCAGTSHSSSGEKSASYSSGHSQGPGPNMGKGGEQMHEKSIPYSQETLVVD
beta cell repl: MIN6 beta-cell proliferation induction; MIN6 cells proliferation, ATPlite luminescence, 48 h; cells starved in 0.2% serum; 100% = growth in 10% serum; proliferation, % at 10 µM; 330,000 compounds, 0.29% hits; AID 2380;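 active = compounds whose signal lies at least 3.5 SD above the mean of all wells on their plate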;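 also: 0% = DMSO-treated cells in low-serum medium and 100% = 10% serum control; some compounds called inactive have numbers as strong as hits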
NR3A LBD binder: modulates the human NR3A ligand-binding domain | NR3A LBD differential scanning fluorimetry, Tm shift; 0% = protein alone, 100% = glycine-bound protein | 340,000 compounds, 2.5% hits | Tm shift relative to glycine control, % at 25 µM;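 active = melting temperature shift of at least 10% of the positive control shift, at one fixed dose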
MPTP block: blocks calcium-induced mitochondrial swelling | isolated mouse mitochondria, Ca2+ swelling absorbance, 30 min | AID 602449 | inhibition, % at 10 µM | 360,000 compounds, 1.4% hits;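 active = inhibition of 50% or more, scaled per plate between neutral and stimulator controls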;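 also: 0% = DMSO wells given calcium and 100% = 1 mM EGTA wells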
APJ agonist: APJ receptor agonism; 330,000 compounds, 0.11% hits; AID 2520; activation, % at 20 µM; P35414; CHO-K1 APJ PathHunter beta-arrestin, luminescence; 0% DMSO wells, 100% apelin;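 active = activation more than six SD over the plate average, tested at 20 µM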;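 also: 0% = DMSO alone and 100% = apelin-13 at 10 nM; some results filed as inactive read as strong as hits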
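Test system: CHO-K1 APJ beta-arrestin complementation cell line. Amount: cell density 1000 per well. Controls: DMSO negative, 10 nM Apelin-13 positive. Signal: luminescent beta-gal fragment complementation, chemiluminescent substrate. Read-out basis: agonist-driven arrestin binding to APJ. Timing: compound stimulation 90 min at 25 °C, detection 60 min.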
TIM10 inh: inhibits growth of TIM10 yeast strain; 330,000 compounds, 1.4% hits; inhibition, % at 10 µM; S. cerevisiae TIM10 strain growth, BacTiter-Glo luminescence, 24 h;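 active = inhibition of 40% or more at the single tested concentration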;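 also: wild-type TIM10 isogenic control strain grown at permissive 25 °C; 0% = DMSO yeast wells and 100% = minimal medium wells without yeast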
Active calls of the source: *; . = no result given. No enrichment for hits; overall some 7.2% were active at least once.

SMILES | tim10-1 inh | tim23-1 inh | NALP3 yeast inh | APJ antagonist | beta cell repl | NR3A LBD binder | MPTP block | APJ agonist | TIM10 inh
CC(C)Cn1c(N)c(C(=O)COC(=O)c2cc(C(F)(F)F)nc3ccccc23)c(=O)n(C)c1=O | 39 | 2 | 15 | 1 | -8 | 3 | . | 12 | -4
CC(=O)Nc1ccc(NC(=O)CSc2nc(N)c(NC(=O)c3ccccc3F)c(=O)[nH]2)cc1 | -16 | -10 | 12 | 0 | 3 | 0 | -2.2 | -1 | -1
Cc1ccc(C(=O)Nc2nc3ccc(Cl)cc3s2)o1 | 22 | 21 | 34 | 8 | -2 | 11* | 2.0 | 4 | 18
COc1ccc(C2CC(c3cccs3)=NN2S(C)(=O)=O)cc1 (stereo unspecified) | 8 | 9 | 0 | -9 | 5 | -1 | 1.7 | -6 | 2
COc1ccc(C)cc1N1CC(C(=O)Nc2ccccc2C(=O)NC2CC2)CC1=O (stereo unspecified) | 3 | -5 | 28 | -3 | 1 | 4 | -0.8 | -3 | -3
CCCCCCCCc1nc(SCC(C)=O)n[nH]1 | 12 | 12 | 25 | 5 | -1 | 0 | 3.5 | 3 | 24
O=C(COC(=O)/C=C/c1ccco1)Nc1ncc(Cl)cc1Cl | 11 | 8 | 24 | 1 | 4 | -1 | 0.5 | 0 | 5
Cc1nn(Cc2ccccc2)c(Cl)c1/C=C/C(=O)OCC(=O)N(C)C1CCS(=O)(=O)C1 (stereo unspecified) | 9 | -3 | -4 | 12 | -3 | -1 | -0.3 | -2 | 8
CCCCCNCc1cccc(Br)c1 | 5 | 10 | 15 | -1 | -3 | -2 | 1.1 | -1 | 15
CCS(=O)(=O)N1CCN(C2Cc3ccccc3C2)CC1 | 8 | 0 | 11 | 17 | 0 | -2 | -0.8 | -1 | 0
COc1ccc(C2/C=C\CN(C(=O)CC(C)(C)C)CC(=O)N2Cc2ccc(F)cc2)cc1 (stereo unspecified) | 32 | 25 | 10 | -32 | -6 | -1 | 0.5 | -1 | 7
COc1ccc(Cl)cc1NC(=O)c1cc(-c2ccccc2O)n[nH]1 | 18 | 14 | 11 | -2 | 1 | 24* | 21 | -1 | 19
CCN(C(=O)COC(=O)/C=C/c1ccc(S(=O)(=O)N2CCc3ccccc32)cc1)C1CCS(=O)(=O)C1 (stereo unspecified) | 19 | 24 | 7 | 1 | -2 | 0 | -1.8 | -2 | 11
Cc1onc(-c2ccccc2Cl)c1C(=O)Nc1ccc(S(=O)(=O)Nc2nccs2)cc1 | 7 | 8 | -5 | 8 | -3 | -2 | 0.5 | -3 | 8
CCNC(=O)CSc1nnc(C2CC2)n1-c1ccccc1 | 6 | 1 | -4 | 14 | 1 | -1 | -1.9 | -3 | -3
COC(=O)c1cc(Br)c(=O)n(-c2ccccn2)c1 | -10 | -4 | 4 | 5 | -1 | 0 | 0.6 | 1 | -16
CCOC(=O)c1sc(-c2ccc(Cl)cc2Cl)nc1O | 3 | 37 | -21 | -3 | -6 | 1 | -2.6 | 3 | 26
C=CCNC(=O)C1CCCN(S(C)(=O)=O)C1 (stereo unspecified) | 2 | 8 | -4 | -2 | 0 | 2 | 0.1 | -2 | 7
CCOc1ccccc1C(=O)N(CCC(=O)OC)c1ccccn1 | 26 | 12 | 3 | 8 | -1 | 0 | 2.0 | -2 | 11
COc1ccc(NC(=S)N(CCc2c(C)[nH]c3ccc(C)cc23)Cc2cccs2)cc1 | 15 | 15 | 4 | -52 | -6 | -2 | 1.8 | -3 | -7
CCc1ccc(NC(=O)C2CC(=O)Nc3ncnn32)cc1 (stereo unspecified) | -3 | 8 | 20 | 4 | 0 | 21* | -0.4 | -3 | 6
C=CCc1c(C)nc(SC)nc1Nc1ccc(C)cc1 | 34 | 32 | 29 | -5 | -4 | -39 | -0.4 | -2 | 28
Nc1nc(-c2ccc3ccccc3c2)cs1 | 43* | 50 | 24 | -17 | -2 | 2 | 0.0 | -3 | 35
O=C(Nc1ccc(S(=O)(=O)Nc2ncccn2)cc1)c1ccc(Br)o1 | -6 | 2 | 20 | -13 | -1 | 0 | -1.4 | -4 | -2
O=C(COc1c(Br)cc(Br)c2cccnc12)N1CCCCC1 | 34 | 32 | 3 | -29 | -1 | -2 | -3.1 | 1 | -10
Cn1nnnc1SCC1=C(C(=O)O)N2C(=O)C(NC(=O)Cn3nc(C(F)F)cc3C3CC3)C2SC1 (stereo unspecified) | 15 | 10 | 3 | -34 | 1 | 0 | 2.2 | -2 | 5
CC(C)N1CCN(C(=O)c2ccc(OC3CCN(CCc4ccccc4)CC3)cc2)CC1 | 6 | 5 | 5 | -3 | -3 | 0 | -0.3 | 12 | -3
Brc1cnc2ccccc2c1N1CCCCC1 | 9 | 3 | 14 | 29 | 0 | 1 | 5.4 | -5 | -4
CCc1ccc(NS(=O)(=O)c2ccc3[nH]cc(C(=O)N(C)Cc4ccco4)c(=O)c3c2)cc1 | -13 | 6 | 8 | 6 | 0 | -6 | 1.1 | 1 | 3
COCCNC(=O)CN(Cc1ccc(Cl)cc1)S(C)(=O)=O | -5 | 1 | -11 | 23 | -2 | -1 | 0.6 | -4 | -14
COc1ccc2cc(-c3[nH]ncc3CN3CCCCO3)ccc2c1 | 33 | 30 | 11 | 5 | 4 | -1 | 1.6 | -1 | 23
Cc1ccc(Cl)cc1NS(=O)(=O)N1CCOCC1 | 0 | 4 | 4 | 14 | 0 | -3 | 1.0 | -1 | 4
CS(=O)(=O)N(CC(=O)N/N=C/c1cc([N+](=O)[O-])ccc1Cl)c1ccccc1 | 15 | 3 | 10 | 0 | -4 | 1 | -0.3 | 7 | 0
CN(C)C(=O)C(=O)c1c(-c2ccccc2)cc2ccccn12 | 22 | 19 | 18 | 5 | 1 | -2 | -0.8 | -2 | 17
CC(C)OC(=O)CC(NC(=O)OC(C)(C)C)c1ccccc1 (stereo unspecified) | 9 | 20 | 23 | -1 | -2 | 0 | . | 10 | 9
N#CC1=C(SCc2ccccc2)NC(=O)CC1c1ccc(O)cc1 (stereo unspecified) | 16 | 5 | 3 | -3 | -1 | -1 | -1.7 | -3 | 3

As a working copy, some entries already given.
SMILES | tim10-1 inh | tim23-1 inh | NALP3 yeast inh | APJ antagonist | beta cell repl | NR3A LBD binder | MPTP block | APJ agonist | TIM10 inh
C=CCc1c(C)nc(SC)nc1Nc1ccc(C)cc1 | 34 | 32 | 29 | -5 | -4 | -39 | -0.4 | -2 | 28
Nc1nc(-c2ccc3ccccc3c2)cs1 | 43* | 50 | 24 | -17 | -2 | 2 | 0.0 | -3 | 35
O=C(Nc1ccc(S(=O)(=O)Nc2ncccn2)cc1)c1ccc(Br)o1 | -6 | 2 | 20 | -13 | -1 | 0 | -1.4 | -4 | -2
O=C(COc1c(Br)cc(Br)c2cccnc12)N1CCCCC1 | 34 | 32 | 3 | -29 | -1 | -2 | -3.1 | 1 | -10
Cn1nnnc1SCC1=C(C(=O)O)N2C(=O)C(NC(=O)Cn3nc(C(F)F)cc3C3CC3)C2SC1 (stereo unspecified) | 15 | 10 | 3 | -34 | 1 | 0 | 2.2 | -2 | 5
CC(C)N1CCN(C(=O)c2ccc(OC3CCN(CCc4ccccc4)CC3)cc2)CC1 | 6 | 5 | 5 | -3 | -3 | 0 | -0.3 | 12 | -3
Brc1cnc2ccccc2c1N1CCCCC1 | 9 | 3 | 14 | 29 | 0 | 1 | 5.4 | -5 | -4
CCc1ccc(NS(=O)(=O)c2ccc3[nH]cc(C(=O)N(C)Cc4ccco4)c(=O)c3c2)cc1 | -13 | 6 | 8 | 6 | 0 | -6 | 1.1 | 1 | 3
COCCNC(=O)CN(Cc1ccc(Cl)cc1)S(C)(=O)=O | -5 | 1 | -11 | 23 | -2 | -1 | 0.6 | -4 | -14
COc1ccc2cc(-c3[nH]ncc3CN3CCCCO3)ccc2c1 | 33 | 30 | 11 | 5 | 4 | -1 | 1.6 | -1 | 23
Cc1ccc(Cl)cc1NS(=O)(=O)N1CCOCC1 | 0 | 4 | 4 | 14 | 0 | -3 | 1.0 | -1 | 4
CS(=O)(=O)N(CC(=O)N/N=C/c1cc([N+](=O)[O-])ccc1Cl)c1ccccc1 | 15 | 3 | 10 | 0 | -4 | 1 | -0.3 | 7 | 0

The results go on.
SMILES | tim10-1 inh | tim23-1 inh | NALP3 yeast inh | APJ antagonist | beta cell repl | NR3A LBD binder | MPTP block | APJ agonist | TIM10 inh
CSc1nc(C)[nH]c(=O)c1C#N | -14 | -12 | 9 | -37 | -1 | 0 | 1.6 | 1 | -16
COc1ccc(-n2ncc(C(C)NS(=O)(=O)c3cccs3)c2C)cc1 (stereo unspecified) | 10 | 14 | 7 | 1 | -1 | 2 | -0.6 | -5 | 10
COc1cc(/C=C2/C(=N)N3C=CSC3=NC2=O)ccc1OCCOc1ccc(NC(C)=O)cc1 | -14 | -10 | -4 | 8 | -2 | -1 | -1.5 | -1 | 0
O=C(CCNC(=O)c1ccc(Br)cc1)NCC1CCCO1 (stereo unspecified) | -19 | -3 | 18 | 7 | 4 | 1 | -2.0 | 2 | 3
O=C(COC(=O)c1ccccc1)c1ccc(S(=O)(=O)N2CCCCC2)cc1 | 18 | 12 | 10 | 27 | -4 | -1 | -3.4 | -17 | 12
CCCOCC1CC2(SC(=Nc3ccc(C)cc3)NC2=O)C(=O)O1 (stereo unspecified) | 17 | -6 | 11 | -7 | -2 | 2 | 0.9 | -8 | 16
O=C1CC(SCCc2nc3ccccc3[nH]2)C(=O)N1c1ccc(F)c(Cl)c1 (stereo unspecified) | 27 | 17 | 11 | 18 | 0 | -4 | -0.7 | -5 | 13
Cc1ccc(-n2ncc3c(SCC(=O)NNC(=O)C(C)C)ncnc32)cc1 | -3 | 6 | 28 | 6 | -4 | 0 | 0.3 | -1 | -4
O=[N+]([O-])c1cccc(S(=O)(=O)NC2CC3CCC2C3)c1 (stereo unspecified) | -3 | 18 | 16 | 13 | -4 | 1 | -0.4 | 2 | 13
OC[C@@H](O)[C@@H](O)CO | -12 | -6 | 14 | 12 | 3 | -2 | -2.1 | -2 | -3
O=[N+]([O-])c1ccc(S(=O)(=O)Nc2ccccn2)cc1 | -4 | 2 | 5 | -9 | -2 | -2 | -2.3 | 2 | 1
CCn1c(O)c(N=Nc2ccc3ccccc3n2)c2ccccc21 | 16 | 15 | 22 | 13 | -4 | -2 | 2.9 | -2 | 18
COCCNC(=O)c1cc2ncc(Br)cn2n1 | 15 | -6 | 13 | 10 | -3 | -1 | -1.4 | -3 | -10
Cc1nn(-c2ccccc2)c(Cl)c1/C=N/NC(=O)c1ccccc1NS(=O)(=O)c1cccs1 | 10 | 5 | 10 | -1 | 0 | 16* | 88* | 1 | 20
Cc1c(-c2cccc(NC(=O)c3cccs3)c2)nc2ncccn12 | 19 | 7 | -6 | -4 | 0 | 0 | -0.8 | -2 | 13
CCOc1ccccc1N/C(=N/c1nc(C)cc(C)n1)NC(=O)Nc1ccc(Cl)c(Cl)c1 | 1 | 23 | 7 | -14 | -2 | . | . | 6 | 4
CN(C)NC(=O)c1ccc([N+](=O)[O-])s1 | 19 | 21 | 7 | -30 | -2 | 2 | -1.1 | 0 | 8
Cc1ccc(NC(=O)C2CCCC2)cc1S(=O)(=O)N1CCOCC1 | 8 | 16 | 13 | 18 | 1 | 1 | -0.1 | -3 | 12

Bioassay records from PubChem BioAssay.
